Source: PubChem
Pol iota inh = qHTS for Inhibitors of Polymerase Iota; Pol iota fluorescent replication assay, 10 min; Potency, µM (series often up to 115 µM), for the others: top-dose activity, negative = inhibition, hits mostly inhibitors; 390,000 tested, 1% active; AID 588590, 2011; note: potency is the fitted concentration of half-maximal effect
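Pol iota at 10 nM preincubated 15 min with compounds at room temperature; reaction started with fluorescent substrate, 50 nM final. Fluorescence read kinetically at 0 and 10 min; buffer-only wells as negative control.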
POLB inh = qHTS Assay for Inhibitors of DNA Polymerase Beta; P06746; Pol beta primer extension/strand displacement, fluorescence kinetic; Potency, µM (doses to about 114 µM), for the others: at the highest dose activity change, negative = inhibition, most hits filed as inhibitors; 340,000 tested, 1.3% active; note: potency is the fitted concentration of half-maximal effect; % is set by controls: 0 for no effect and ±100 for the full control effect
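Reaction started by 50 nM substrate onto compound-treated Pol beta (10 nM, 15 min preincubation, room temperature); plates read at 0 min and 10 min. Normalized concentration-effect data fitted by four-parameter Hill equation.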
Apoferritin bind = qHTS Assay for Identification of Novel General Anesthetics. apoferritin/1-aminoanthracene competitive binding, fluorescence. Ferritin light chain (Equus caballus), P02791. AID 485281, 2010. Potency, µM (doses to about 77.5 µM), for inactives: at the highest dose activity change, negative = displacement, usual class: inhibitors. 350,000 tested, 0.074% active; note: potency is the fitted concentration of half-maximal effect; % is set by controls: 0 for no effect and ±100 for the full control effect; nearly all actives have a fitted effect of over 20% in size
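Read-out: endpoint 1-AMA fluorescence, excitation 380 nm and emission 535 nm, after compounds sit 10 min at room temperature with 10 uM horse-spleen apoferritin in 50% saturated 1-AMA/PBS. Values come from four-parameter Hill fits.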
Glioma ERSR ind = qHTS for Inducers of the Endoplasmic Reticulum Stress Response (ERSR) in Human Glioma: qHTS; 420,000 tested, 0.02% active; U87-MG GRP78 promoter luciferase reporter, 16 h; Potency, µM, without a hit: top-dose activation, most hits filed as activators; note: potency is the fitted concentration of half-maximal effect; series mostly up to about 76 µM; % of control where 0% means no effect; nearly all actives have a fitted effect of over 35% in size
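Stably transfected U87-MG human glioma cells carrying a GRP78-based luminescent sensor were seeded at 1000 cells/well, pin-dosed with compounds and incubated 16 h. Luciferase reagent was then added, and end-point luminescence was read after 10 min at room temperature.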
POLH inh = qHTS for Inhibitors of Polymerase Eta; recombinant Pol eta, fluorescent DNA replication assay; Potency, µM (series often up to 114 µM), without a hit: at the highest dose activity change, negative = inhibition, most hits filed as inhibitors; 390,000 tested, 1.2% active; note: potency is the fitted concentration of half-maximal effect; % is set by controls: 0 for no effect and ±100 for the full control effect
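Fluorescent replication assay: 50 nM final substrate added after a 15 min room-temperature compound preincubation with 10 nM enzyme. Signal taken at 0 min and again at 10 min.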
APE1 inh = qHTS Assay for Inhibitors of the Human Apurinic/apyrimidinic Endonuclease 1 (APE1) | DNA repair nuclease/redox regulator APEX1 (Homo sapiens), P27695 | recombinant APE1, TAMRA/BHQ-2 abasic DNA cleavage fluorescence | Potency, µM (titrated, usually from 65.8 µM), inactives show at the highest dose activity change, negative = inhibition, usual class: inhibitors | 350,000 tested, 0.35% active;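 note: potency is the fitted concentration of half-maximal effect; plate controls were vehicle for no effect and reference inhibitor for full effect; nearly all actives have a fitted effect of over 55% in size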
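Readout is kinetic fluorescence (ex 525, em 598 nm) from cleavage of 50 nM TAMRA/BHQ-2 THF abasic duplex by 0.75 nM APE1, compound added 15 min beforehand at RT.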
BLM inh = qHTS Assay for Inhibitors of Bloom's syndrome helicase (BLM) | 350,000 tested, 0.2% active | RecQ-like DNA helicase BLM (Homo sapiens), P54132 | recombinant BLM DNA unwinding, fluorescence dequenching | Potency, µM (doses to about 56.1 µM), for inactives: at the highest dose activity change, negative = inhibition, actives largely listed as inhibitors;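 note: potency is the fitted concentration of half-maximal effect; plate controls were vehicle for no effect and no enzyme for full effect; nearly all actives have a fitted effect of over 35% in size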
Target sequence (P54132 whole entry, looked up): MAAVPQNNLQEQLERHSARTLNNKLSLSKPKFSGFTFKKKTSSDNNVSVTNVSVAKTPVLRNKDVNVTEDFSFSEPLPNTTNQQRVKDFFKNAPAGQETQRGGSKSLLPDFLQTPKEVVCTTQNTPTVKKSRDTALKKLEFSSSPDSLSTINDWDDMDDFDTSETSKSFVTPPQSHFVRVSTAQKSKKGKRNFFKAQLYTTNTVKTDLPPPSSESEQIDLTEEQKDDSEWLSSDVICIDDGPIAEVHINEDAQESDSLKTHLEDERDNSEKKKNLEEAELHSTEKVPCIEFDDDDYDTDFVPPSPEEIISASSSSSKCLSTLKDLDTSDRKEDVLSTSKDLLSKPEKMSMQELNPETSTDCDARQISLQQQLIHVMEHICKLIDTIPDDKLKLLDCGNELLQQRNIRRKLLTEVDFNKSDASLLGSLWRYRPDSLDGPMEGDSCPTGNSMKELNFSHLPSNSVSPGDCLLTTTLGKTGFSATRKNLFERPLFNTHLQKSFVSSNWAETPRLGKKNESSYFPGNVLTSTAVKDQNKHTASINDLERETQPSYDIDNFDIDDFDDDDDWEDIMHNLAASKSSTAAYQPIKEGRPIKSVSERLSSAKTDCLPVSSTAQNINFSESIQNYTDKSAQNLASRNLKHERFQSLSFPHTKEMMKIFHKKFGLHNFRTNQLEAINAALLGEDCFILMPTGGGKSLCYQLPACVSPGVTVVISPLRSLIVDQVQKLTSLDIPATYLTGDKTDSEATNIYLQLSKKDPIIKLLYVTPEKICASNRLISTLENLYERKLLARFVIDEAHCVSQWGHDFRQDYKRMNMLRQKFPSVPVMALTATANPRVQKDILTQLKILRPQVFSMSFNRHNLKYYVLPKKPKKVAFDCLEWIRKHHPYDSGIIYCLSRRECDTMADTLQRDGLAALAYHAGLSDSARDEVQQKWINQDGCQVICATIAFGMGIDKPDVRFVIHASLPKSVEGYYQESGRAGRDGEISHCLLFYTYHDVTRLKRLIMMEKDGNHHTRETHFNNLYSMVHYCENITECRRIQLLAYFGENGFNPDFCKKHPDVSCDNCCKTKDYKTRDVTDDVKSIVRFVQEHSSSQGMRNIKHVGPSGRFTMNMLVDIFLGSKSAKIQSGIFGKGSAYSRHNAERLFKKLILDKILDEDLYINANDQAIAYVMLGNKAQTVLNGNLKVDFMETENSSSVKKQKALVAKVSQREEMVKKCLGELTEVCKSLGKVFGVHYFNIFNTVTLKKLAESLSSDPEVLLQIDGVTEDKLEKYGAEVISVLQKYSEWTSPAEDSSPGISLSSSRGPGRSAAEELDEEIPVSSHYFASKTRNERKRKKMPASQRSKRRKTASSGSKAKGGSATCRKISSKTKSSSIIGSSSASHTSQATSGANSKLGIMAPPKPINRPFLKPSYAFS
Pol kappa inh = qHTS for Inhibitors of Polymerase Kappa; Potency, µM (top dose mostly 107 µM), for the others: at the top dose activity, negative = inhibition, actives largely listed as inhibitors; DNA polymerase kappa (Homo sapiens), Q9UBT6; AID 588579, 2011; purified Pol kappa, fluorescent DNA synthesis assay, 10 min; 400,000 tested, 0.53% active; note: potency is the fitted concentration of half-maximal effect; % is set by controls: 0 for no effect and ±100 for the full control effect
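First, compounds were pin-transferred onto 10 nM Pol kappa. After 15 min at room temperature, substrate was added to 50 nM final. Fluorescence was then measured kinetically at 0 and 10 min.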
LDHA block = qHTS assay for inhibitors of human lactate dehydrogenase. L-lactate dehydrogenase A chain (Homo sapiens), P00338. purified LDHA, NADH/diaphorase-resazurin fluorescence; active compounds read low. activity change, % (values are at about 110 or 230 µM). 480,000 tested, 0.15% active. AID 1347041, 2019; in the data active = activity change below about -30%; inconclusive = mostly about -25% to -30%;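 note: plate controls were DMSO wells for no effect and wells without enzyme for full effect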
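Human LDH5 (2 nM) was incubated with 0.06 mM NADH and 0.2 mM pyruvate for 5 min at room temperature in Tris pH 7.4. Remaining NADH was coupled through diaphorase/resazurin, and resorufin fluorescence was read at 0 and 20 min.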
* hit, by the source's call; ? = inconclusive; nt = not tested or not shown; & = joins results of further samples; [ ] = dose if it differs, or a comment. Unless noted, calls come from the whole dose curve; as a rule, active = well fitted curve in the direction sought with a large enough effect; inconclusive = small, poorly fitted or top-dose-only effect, or another doubt; inactive = no such curve, though single readings can be large; an effect the other way counts as inactive or inconclusive. Some of the compounds tested; rates above refer to the full screens.

SMILES	Pol iota inh	POLB inh	Apoferritin bind	Glioma ERSR ind	POLH inh	APE1 inh	BLM inh	Pol kappa inh	LDHA block
Cc1ccc(/C=C2/SC(=S)N(CCC(=O)N3CCN(C)CC3)C2=O)cc1	75%[activator]	8%	-12%	3%	-17%	12%	3%	-15%	1
CC(=O)c1cccc(NC(=O)N2CCC(NC(=O)c3ccco3)CC2)c1	13%	1%	-3%	-3%	-7%	56%[activator]	-3%	-1%	-5
CN(Cc1ccc(F)cc1)C(=O)c1ccc(NS(=O)(=O)c2ccccc2)cc1	107%[activator]	nt	nt	-2%	-23%	13%	nt	-3%	-4
Brc1cc(Br)c2nc3c(cc2c1)CCC3	4%	0%	-12%	2%	10%	7%	-12%	2%	-4
COc1ccc(N(CC(=O)Nc2cccc(Cl)c2)S(=O)(=O)c2c(C)[nH]c(=O)[nH]c2=O)cc1	19%	-15%	-11%	0%	1%	nt	-1%	-9%	-12
COc1ccc(CCNC(=O)Cc2cccs2)cc1	5%	19%	-7%	-1%	-7%	12%	-2%	-16%	3
COc1ccc(CC(=O)N(Cc2cc3cc(OC)ccc3[nH]c2=O)C(C)C)cc1	9%	-6%	-9%	-3%	-12%	-5%	3%	-1%	2
NNc1nnc(-c2ccccc2)c(-c2ccccc2)n1	-11%	-7%	-19%	0%	-9%	-2%	-3%	-16%	-3
CCN(C(=O)C(C)Sc1ccc(S(=O)(=O)N2CCOCC2)cn1)c1ccccc1 (stereo unspecified)	20%	nt	nt	1%	-5%	9%	nt	2%	0
CSc1cccc(NC(=S)N2CCC(N(C)C3CCCCC3C)CC2)c1 (stereo unspecified)	47%[activator]	21%	-6%	-5%	-1%	1%	-3%	-15%	-12
CCc1ccc(OCc2n[nH]c(=S)n2C(C)CCCC(C)C)cc1 (stereo unspecified)	-1%	-2%	-10%	-14%	-16%	0%	-19%	-12%	3
Cn1c2ccccc2c2cnn(CC(=O)O)c(=O)c21	17%	43%	-6%	-2%	14%	-4%	0%	2%	-4
COc1cc2c(C)c3c4c(cc(OC)c(OC)c4c2cc1OC)CCN3C	nt	nt	nt	1%	nt	8%	-23%	?	nt
COc1ccc(NC(C)=O)cc1NS(=O)(=O)c1ccc2c(c1)OCCO2	12%	nt	nt	-3%	-5%	3%	nt	-11%	-2
O=C(Nc1ccccc1)c1cnc[nH]1	14%	3%	-7%	-1%	-5%	8%	-2%	-3%	-3
Cc1ccc(-c2nc(C(=O)Nc3cccc(C#N)c3)c3n2CCCCC3)cc1	27%	19%	491%[activator]	-3%	-8%	nt	-1%	-1%	0
COc1cc(C(=O)Nc2ccc3c(c2)OCCO3)ccc1OC(C)C	16%	10%	-2%	6%	-7%	3%	3%	-6%	-6
O=C(COc1cc2oc(=O)cc(-c3ccccc3)c2cc1Cl)NCC1CCC(C(=O)O)CC1 (stereo unspecified)	42%[activator]	-19%	-16%	-1%	-9%	42%	0%	5%	-5
COc1cc(/C=C/C(=O)NCc2cccnc2)cc(OC)c1OC	22%	?	-6%	4%	-10%	11%	-3%	-3%	-2
NCCCCCc1nnc(SCC(=O)c2ccc(Cl)cc2)o1	2%	32%	?	-3%	3%	-2%	2%	-6%	-1

Pulled one by one from the entries so far:
SMILES	Pol iota inh	POLB inh	Apoferritin bind	Glioma ERSR ind	POLH inh	APE1 inh	BLM inh	Pol kappa inh	LDHA block
COc1cc(C(=O)Nc2ccc3c(c2)OCCO3)ccc1OC(C)C	16%	10%	-2%	6%	-7%	3%	3%	-6%	-6
CC(=O)c1cccc(NC(=O)N2CCC(NC(=O)c3ccco3)CC2)c1	13%	1%	-3%	-3%	-7%	56%[activator]	-3%	-1%	-5
CN(Cc1ccc(F)cc1)C(=O)c1ccc(NS(=O)(=O)c2ccccc2)cc1	107%[activator]	nt	nt	-2%	-23%	13%	nt	-3%	-4
Cn1c2ccccc2c2cnn(CC(=O)O)c(=O)c21	17%	43%	-6%	-2%	14%	-4%	0%	2%	-4

(continued)
SMILES	Pol iota inh	POLB inh	Apoferritin bind	Glioma ERSR ind	POLH inh	APE1 inh	BLM inh	Pol kappa inh	LDHA block
Cc1cc([N+](=O)[O-])nn1CC(=O)NCCCn1ccnc1	41%	15%	-2%	-3%	-20%	-8%	-4%	-3%	-3
CCN(CC)c1ccc(/C=N/NC(=O)Cc2cccs2)c(O)c1	12%	7%	114%[activator]	2%	-15%	1%	3%	-11%	3
COc1cccc(NC(=O)c2cc([N+](=O)[O-])ccc2NCc2cccnc2)c1	11%	12%	-9%	-1%	-16%	1%	-2%	-7%	-10
O=C(NS(=O)(=O)c1ccccc1)c1ccccc1O	-14%	-1%	39%[activator]	-7%	-18%	1%	4%	-4%	-4
COc1ccccc1C(=O)NNC(=O)c1ccccc1F	63%[activator]	-25%	3%	-9%	4%	4%	1%	1%	-13
O=C(CSc1ccccc1Cl)N1CCOCC1	-29%	7%	-9%	-2%	-9%	9%	-4%	-8%	-3
CSc1ncccc1C(=O)OCC(=O)N(CC(C)C)C1CCS(=O)(=O)C1 (stereo unspecified)	43%[activator]	20%	-6%	-2%	-16%	5%	-1%	-8%	0
Cn1cc(CCC(=O)NCc2ccc(Cl)cc2)c2ccccc21	4%&4%	-1%&1%	-12%&120%	-4%&0%	?	-4%	-1%&-7%	5%&-17%	0&-1
CCCCNC(=O)Nc1c(C(=O)OCC)[nH]c2ccccc12	14%	-3%	-10%	-4%	-11%	-6%	-10%	-14%	-9
CCOC(=O)N1CCC(NC(=O)c2cc(S(=O)(=O)N(CC)CC)ccc2F)CC1	23%	26%	-7%	-3%	-5%	1%	-2%	-7%	5
Cc1cc(NS(=O)(=O)c2ccc(NC(=O)c3cnc(Cl)c(Cl)c3)cc2)nc(C)n1	-23%	nt	nt	-1%	-4%	20%	nt	-14%	-4
CCOC(=O)C1=C(COC(=O)c2ccc([N+](=O)[O-])o2)NC(=O)NC1C (stereo unspecified)	?	nt	nt	-3%	?	?	nt	-23%	2
CCOc1cc(/C=C/c2cc(C(=O)O)c3ccccc3n2)ccc1O	-11%	15%	2%	2%	-18%	0%	-1%	-14%	-5
Cc1ccc(SCn2nnc3ccccc3c2=O)c(C)c1	-22%	-3%	?	7%	-19%	-1%	-6%	10%	0
O=C(CSc1ccccc1F)Nc1ccc2c(c1)OCO2	38%[activator]	nt	nt	1%	-13%	4%	nt	-14%	-1
C=CCN(C(=O)CCC(=O)Nc1cc(C)on1)C(C(=O)NC1CCCC1)c1ccc(OC)cc1OC (stereo unspecified)	21%	1%	-14%	-5%	-8%	-8%	0%	-20%	-10
CCOC(=O)c1c(SC)n(-c2ccccc2)c(=S)n(-c2ccccc2)c1=O	23%	10%	2%	0%	-12%	-3%	-14%	-18%	-5
CC(=O)Nc1ccc(NC(=O)Nc2ccc3c(c2)N(C)C(=O)CS3)cc1	57%[activator]	?	-10%	-7%	-12%	8%	-3%	0%	-8
CCc1cc2c(=O)c(-c3nc4ccccc4n3C)c(C)oc2c(CN2CCOCC2)c1O	9%	-3%	9%	-4%	-7%	-2%	-3%	-2%	1
COc1ccc(NC(=O)CSc2nc3c(c(=O)[nH]2)CCC3)cc1	18%	9%	-12%	nt	nt	nt	-3%	?	-12
Cc1c(-c2ccc(Cl)cc2)c(=O)oc2c(CN3CCN(C)CC3)c(O)ccc12	-25%	-17%	126%[activator]	1%	1%	nt	-3%	-1%[60.1 µM]	-3
O=C(NCc1cccnc1)C(=O)NCC1OCCCN1S(=O)(=O)c1ccc(F)cc1 (stereo unspecified)	31%[activator]	51%	-5%	-4%	-11%	11%	0%	-14%	-10
CCc1nc(-c2cc(S(=O)(=O)N3CCN(c4ccc(F)cc4)CC3)ccc2OC)no1	-6%	-22%	?	-2%	-19%	nt	-5%	1%	1
CCCNC(=O)c1ccc2snnc2c1	-5%	4%	4%	-1%	-11%	4%	4%	-10%	0
O=C(CCC1N=C2c3ccccc3N=C(SCc3ccccc3Cl)N2C1=O)N1CCN(c2ccccc2)CC1 (stereo unspecified)	-10%	-13%	-11%	-1%	-6%	nt	-7%	-17%	0
c1cncc(CNc2ncnc3sccc23)c1	53%[activator]	85%	-6%	-2%	-25%	-2%	-1%	6%	-3
O=C(Nn1cnnc1)c1cc([N+](=O)[O-])cc([N+](=O)[O-])c1	8%	0%	-5%	-1%	2%	-1%	1%	-3%	-3
Cn1c(NCCO)nc2c1c(=O)n(Cc1cccc(Cl)c1)c(=O)n2C	-30%	8%	-3%	-2%	-11%	69%[activator]	0%	1%	-2
O=C1/C(=C/c2ccc(O)cc2)SC(=S)N1CC1CCCO1 (stereo unspecified)	?	-23%	?	13%	-23%	-4%	-29%	-14%	8
O=C(Nc1ccc2nc(-c3ccco3)c(-c3ccco3)nc2c1)NC1CC1	1.3µM*	3.5µM*	52%[activator]	-7%	1.3µM*	7.1µM*	6.3µM*	10µM*	13
Cc1c(C)n(CCc2ccccc2)c2ncnc(NCCCO)c12	1%	-25%	-3%	1%	-5%	9%	-6%	-1%	-3
COc1ccc(CC(=O)NC(c2ccccc2)c2ccc(C)cc2)c(OC)c1 (stereo unspecified)	36%[activator]	4%	-6%	-4%	-19%	36%	-1%	3%	-6&-3
O=C(CCCN1C(=O)C2C3C=CC(C3)C2C1=O)N1CCN(c2ccccc2)CC1 (stereo unspecified)	-16%	32%	-13%	0%	-18%	9%	-5%	5%	0
COc1cc2c(cc1OC)C(C1C(=O)CC(C)(C)CC1=O)N(C(=O)CCl)CC2 (stereo unspecified)	38%[activator]	0%	171%[activator]	-2%	-23%	0%	-2%	-14%	-4
Cc1cccc(OCCOCCN2CCNCC2)c1C	?	57%	5%	-2%	-13%	3%	3%	-19%	-1
